# Screening data (PubChem)
# MBNL1 CUG block = qHTS Assay for Inhibitors of MBNL1-poly(CUG) RNA binding; AID 2675, 2010; TR-FRET MBNL1-His/biotin-(CUG)12 binding, 665/545 ratio; Muscleblind-like protein 1 (Homo sapiens), Q9NR56; Potency, µM (series often up to 57.5 µM), for inactives: at the top dose activity change, negative = inhibition, most hits filed as inhibitors; 280,000 compounds, 0.036% hits; active = well fitted inhibition curve with a large enough effect in the signal ratio, with a control signal flat, not every such curve was filed as active; inconclusive = small, poorly fitted or top-dose-only effect, or effect the other way, or a change in a side signal; inactive = no such curve, though single readings can be large or run the other way; the % refers to the signal ratio; also: % is scaled to controls: 0 for no effect and ±100 for the full control effect
#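 MBNL1-His + Biotin-(CUG)12, cpd titration 92 nM–58 uM; Tb anti-His Ab 0.055 ng/ul, SA-XL665 5 nM (final); 60 min RT; ratiometric 665/545 nm, Ex 340 nm; normalized to buffer and full-complex controls.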
# ELG1 genotox = qHTS screen for small molecules that induce genotoxicity in human embryonic kidney (HEK293T) cells expressing luciferase-tagged ELG1 | HEK293T ELG1-luciferase reporter, luminescence, 16 h | Potency, µM (top dose mostly 46 µM), for the others: at the highest dose activity change, positive = activation, usual class: activators | 330,000 compounds, 1.3% hits | AID 504466, 2011; also: % of control where 0% means no effect; nearly all actives have a fitted effect of over 60% in size
#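 Screening used a luciferase reporter fused to human ELG1 in HEK293T cells. Luminescence was read on a CCD plate imager after 16 hr exposure and 30 min ONE-Glo incubation.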
# RORgamma inh = qHTS for inhibitors of ROR gamma transcriptional activity; 310,000 compounds, 5.4% hits; Potency, µM (series often up to 53.6 µM), for the others: at the highest dose activity change, negative = inhibition, actives largely listed as inhibitors; Drosophila S2 Gal4-RORgamma UAS-luciferase reporter, 20 h; also: % is scaled to controls: 0 for no effect and ±100 for the full control effect; nearly all actives have a fitted effect of over 60% in size
# Target sequence (P51450 whole entry, looked up, the tested form may be a part): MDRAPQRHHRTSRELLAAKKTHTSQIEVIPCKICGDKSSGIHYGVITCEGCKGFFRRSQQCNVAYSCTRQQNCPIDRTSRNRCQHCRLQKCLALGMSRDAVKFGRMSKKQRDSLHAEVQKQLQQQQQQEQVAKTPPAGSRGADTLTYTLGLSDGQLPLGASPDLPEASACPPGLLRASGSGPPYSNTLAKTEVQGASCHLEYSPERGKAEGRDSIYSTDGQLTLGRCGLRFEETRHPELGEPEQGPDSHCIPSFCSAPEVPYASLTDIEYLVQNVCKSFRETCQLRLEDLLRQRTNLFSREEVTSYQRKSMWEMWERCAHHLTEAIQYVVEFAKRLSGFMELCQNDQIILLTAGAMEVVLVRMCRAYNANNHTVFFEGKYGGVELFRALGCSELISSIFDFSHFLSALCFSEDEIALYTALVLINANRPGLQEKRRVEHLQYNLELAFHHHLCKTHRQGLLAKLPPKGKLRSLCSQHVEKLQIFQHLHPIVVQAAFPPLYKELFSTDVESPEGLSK
#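 Luminescence from a UAS-regulated Photinus luciferase reporter in stably transfected Drosophila Schneider cells is measured; decreased signal marks ROR gamma inhibition. Fusion expression is induced by 700 uM copper sulfate for 20 hr.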
# BRCA1 expr up = qHTS Assay to Identify Small Molecule Activators of BRCA1 Expression; Potency, µM (doses to about 46.1 µM), inactives show at the top dose activation, most hits filed as activators; 380,000 compounds, 1.1% hits; AID 624202, 2012; MCF7-BRCA1-FFLuc reporter, luminescence, 48 h; response scale: scaled: vehicle 0%, 10 µM genistein 100%; also: nearly all actives have a fitted effect of over 80% in size; some results filed as inactive show a strong effect at the top dose
#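 Compounds are tested at multiple concentrations on MCF7 BRCA1-luciferase reporter cells seeded at 2000 per well; after 48 h, a single luminescence end-point is taken and curves fitted to the normalized data.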
# NPC1 prom act = qHTS Assay for NPC1 Promoter Activators; Huh7 NPC1 promoter luciferase reporter, 24 h; Potency, µM (doses to about 9.22 µM), inactives show at the highest dose activation, actives largely listed as activators; 320,000 compounds, 2.4% hits; AID 485313, 2010;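 also: % of control where 0% means no effect; nearly all actives have a fitted effect of over 60% in size; reporter is driven by a mutant NPC1 promoter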
#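 Readout is luciferase luminescence, reflecting NPC1 promoter activation in stably transfected Huh7 cells after 24 h compound exposure at 37 °C in reduced-serum medium with 10% FBS.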
# uPA surface inh = qHTS for Inhibitors of Cell Surface uPA Generation; cell surface uPA generation assay, qHTS; Potency, µM (highest dose often 38.3 µM), for inactives: at the top dose activity change, negative = inhibition, usual class: inhibitors; 330,000 compounds, 0.31% hits; AID 540303, 2011; active = well fitted inhibition curve with a large enough effect; inconclusive = small, poorly fitted or top-dose-only effect; inactive = no such curve, though single readings can be large or run the other way; tested in mouse RAW 264.7 cells; also: % is scaled to controls: 0 for no effect and ±100 for the full control effect; nearly all actives have a fitted effect of over 55% in size
# p53 reactivator = qHTS assay for re-activators of p53 using a Luc reporter; H1299 p53-A138V BP100-luciferase reporter, luminescence, 24 h; Potency, µM (titrated, usually from 92.2 µM), for the others: at the top dose activity change, positive = activation, usual class: activators; 320,000 compounds, 0.063% hits; AID 504706, 2011; also: % of control where 0% means no effect; nearly all actives have a fitted effect of over 45% in size
#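 p53-null H1299 cells stably carrying temperature-sensitive p53-A138V and a BP100-luciferase reporter were pinned with compounds (4-point, 1:5 series) and held 24 hrs at 37 deg C. Luminescence was read 10 min after detection reagent.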
# MLL CXXC-DNA inh = qHTS Fluorescence Polarization Assay for Inhibitors of MLL CXXC domain - DNA interaction | Histone-lysine N-methyltransferase 2A (Homo sapiens), Q03164 | MLL-CXXC / FITC-HOXA9 DNA fluorescence polarization | Potency, µM (series often up to 115 µM), for the others: at the top dose activity change, negative = inhibition, most hits filed as inhibitors | 290,000 compounds, 0.037% hits | AID 2662, 2010; active = well fitted inhibition curve with a large enough effect in the polarisation, with a control signal flat, not every such curve was filed as active; inconclusive = small, poorly fitted or top-dose-only effect, or effect the other way, or a change in a side signal; inactive = no such curve, though single readings can be large or run the other way; the % refers to the polarisation
#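 Purified MLL-CXXC (added from a 7 uM solution) was preincubated 5 min at ambient with pinned compounds in 50 mM Tris-HCl pH 7.5, 50 mM NaCl, 1 mM DTT, 0.05% BSA. Fluorescein-labeled HOX-A9 DNA (50 nM solution) followed, 30 min, then polarization read.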
# FLuc modulator = qHTS profiling assay for firefly luciferase inhibitor/activator using purifed enzyme and Km concentrations of substrates (counterscreen for miR-21 project); Luciferin 4-monooxygenase (Photinus pyralis), P08659; purified FLuc, Km substrates, luminescence inhibition; Potency, µM (titrated, usually from 57.5 µM), inactives show at the highest dose activity change, negative = inhibition, hits mostly inhibitors; 360,000 compounds, 6.9% hits;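 also: plate controls were vehicle for no effect and reference inhibitor for full effect; nearly all actives have a fitted effect of over 55% in size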
# Target sequence (P08659 whole entry, looked up): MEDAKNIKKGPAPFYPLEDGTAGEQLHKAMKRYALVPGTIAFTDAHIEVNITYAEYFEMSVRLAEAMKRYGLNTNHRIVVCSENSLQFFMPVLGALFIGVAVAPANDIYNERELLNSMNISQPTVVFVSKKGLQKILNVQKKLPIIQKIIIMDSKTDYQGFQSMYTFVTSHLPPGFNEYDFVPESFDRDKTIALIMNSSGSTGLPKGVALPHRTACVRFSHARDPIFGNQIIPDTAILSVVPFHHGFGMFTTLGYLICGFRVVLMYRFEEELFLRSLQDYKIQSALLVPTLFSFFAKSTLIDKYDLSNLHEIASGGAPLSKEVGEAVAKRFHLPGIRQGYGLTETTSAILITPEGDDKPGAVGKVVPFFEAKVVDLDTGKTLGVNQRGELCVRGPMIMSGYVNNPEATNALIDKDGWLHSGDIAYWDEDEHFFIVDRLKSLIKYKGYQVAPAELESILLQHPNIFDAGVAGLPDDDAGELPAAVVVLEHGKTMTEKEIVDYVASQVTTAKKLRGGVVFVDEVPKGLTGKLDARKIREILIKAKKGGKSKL
#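 Purified P. pyralis luciferase (10nM final) with 10uM D-luciferin and 10uM ATP (Km levels) in 50mM Tris acetate pH 7.5, 10mM Mg acetate, 0.01% Tween-20, 0.05% BSA; qHTS 6-point titration, ~60 µM downward; luminescence read.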
# Rab9 prom act = qHTS Assay for Rab9 Promoter Activators; Potency, µM (titrated, usually from 9.22 µM), for inactives: top-dose activation, negative = inhibition, usual class: activators; Huh7 Rab9 promoter-luciferase reporter, luminescence, 24 h; AID 485297, 2010; 320,000 compounds, 2.8% hits; also: % of control where 0% means no effect; nearly all actives have a fitted effect of over 60% in size
#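 Cell-based reporter: Huh7 stable for Rab9 promoter-driven luciferase, plated in reduced-serum medium with 10% FBS at 1500 cells/well, compound-treated 24 h at 37 °C, luminescence read after 10 min reagent.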
# Gal4-VP16 FLuc = VP16 counterscreen qHTS for inhibitors of ROR gamma transcriptional activity; Potency, µM (top dose mostly 53.6 µM), without a hit: top-dose activity, negative = inhibition, hits mostly inhibitors; Drosophila S2 Gal4-VP16 UAS-luciferase, luminescence, 20 h; 310,000 compounds, 3.5% hits;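 also: Gal4-VP16 expression switched on by copper sulfate through the metallothionein promoter; % is scaled to controls: 0 for no effect and ±100 for the full control effect; nearly all actives have a fitted effect of over 50% in size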
# * marks the source's active call; other numbers are inactive results; ? = inconclusive; . = not tested or not shown; & = joins results of further samples; [ ] = remark or other dose. Unless noted, calls follow the shape of the dose curve; as a rule, active = well fitted curve in the direction sought with a large enough effect; inconclusive = small, poorly fitted or top-dose-only effect, or another doubt; inactive = no such curve, though single readings can be large; an effect the other way counts as inactive or inconclusive. Potency is read from the fitted curve at half-maximal effect. The list is partial (hit frequency here may not be typical).
SMILES,MBNL1 CUG block,ELG1 genotox,RORgamma inh,BRCA1 expr up,NPC1 prom act,uPA surface inh,p53 reactivator,MLL CXXC-DNA inh,FLuc modulator,Rab9 prom act,Gal4-VP16 FLuc
CCN(Cc1ccccc1)C(=O)c1ccc(N(C)S(=O)(=O)c2ccc(C)cc2)cc1,.,-8%,.,-17%,1%,?,-4%,.,7%,-8%,.
CCOCCOC(=O)C(C)Sc1n[nH]c(=O)[nH]c1=O (configuration not stated),3%,-1%,-16%,2%,6%,0%,-1%,-8%,2%,-1%,-1%
CCCn1c(Oc2ccccc2)nc2c1c(=O)n(C)c(=O)n2C,1%,-7%,-1%,15%,0%,5%,0%,-1%,6%,-1%,-2%
COC(=O)c1ccc(NC(=S)Nc2ccc(O)cc2)cc1,2%,1%,-13%,-10%,-1%,-24%,0%,-1%,-5%,-4%,3%
CC1(C)CC(=O)C2=C(C1)N(N1CCOCC1)C(N)=C(C#N)C2c1cccnc1 (configuration not stated),-11%,0%,13%,7%,-1%,5%,3%,7%,-2%,-2%,7%
CCn1nc(NC(=O)c2ccncc2)c2cc3ccc(C)cc3nc21,?,-2%,11%,0%,4%,.,-3%,2%,15µM*,-2%,-4%
COCCNC(=O)c1c[nH]c2ccc(S(=O)(=O)N3CCC4(CC3)OCCO4)cc2c1=O,-3%,-3%,-15%,-20%,3%,-5%,-1%,2%,3%,-6%,-1%
Cc1ccc(NS(=O)(=O)c2ccc(OCC(=O)N3CCOCC3)cc2)cc1,-1%,-2%,?,2%,-1%,2%,-4%,1%,-2%,-3%,7%
COc1ccccc1CN(Cc1cc2cc(C)cc(C)c2[nH]c1=O)Cc1nnnn1CC1CCCO1 (configuration not stated),11%,-9%,?,-41%,5%,-19%,-6%,10%,3%,0%,-4%
NC(=O)C1CC=CCC1C(=O)OCC(Cl)=C(Cl)Cl (configuration not stated),6%,-6%,-16%,0%,3%,.,-5%,-1%,-1%,3%,-10%
O=C(NCCc1ccccc1)C1CCC(=O)N(CCCN2CCCC2=O)C1 (configuration not stated),-1%,2%,0%,3%,-1%,12%,4%,12%,3%,5%,-5%
CCC1C/C(=C/c2cccs2)C(=O)/C(=C/c2cccs2)C1 (configuration not stated),1%,-5%,-10%,-77%,-4%,0%,2%,16%,0%,-1%,-7%
CC(C)C(NC(=O)c1ccccc1F)C(=O)OCC(=O)c1ccc(F)cc1 (configuration not stated),-5%,7%,?,0%,1%,0%,3%,0%,3µM*,?,5%
O=C(Nc1ccc(Cl)c(Cl)c1)c1csc(-c2ccccc2)n1,5%,7%,-43%,-41%,24%,-1%,11%,-2%,0%,0%,-22%
COc1ccc2oc(=O)c(C(=O)NC(C)c3ccccc3)cc2c1 (configuration not stated),?,-1%,-22%,-3%,2%,0%,.,7%,-17%,?,4%
O=C(Nc1ccccc1Sc1ccccc1)c1ccccc1,-1%,1%,-44%,-2%,-3%,-5%,10%,-9%,-2%,-1%,15%
C/C(=N\NC(=O)NC1CCCCC1)c1ccc(Cl)s1,-7%,9%,0%,2%,13%,0%,12%,2%,2%,-5%,5%
C=CCn1c(SCC(=O)Nc2ccc3c(c2)CCC3)nc2ccccc2c1=O,-2%,0%,25%,-2%,-3%,3%,-8%,-1%,-6%,2%,-16%
COc1cc(CNCCN(C)C)c(Br)cc1OC1CCCC1,1%,-5%,-33%,-5%,-3%,-26%,2%,?,4%,0%,3%
O=C(CN(Cc1ccccc1)S(=O)(=O)c1ccccc1)NC1CC1,2%,-1%,16%,4%,-1%,9%,-6%,0%,1%,0%,-9%
CCOC(=O)c1c(C)c(C(=O)NCc2ccc(OC)cc2)c(C)n1C,-2%,-1%,20%,1%,-2%,0%,1%,3%,-3%,0%,3%
COc1ccc(S(=O)(=O)N(CC(=O)NCCCN(C)C)c2ccc(C)cc2)cc1OC,-5%,-2%,-18%,-5%,-2%,1%,7%,0%,-2%,6%,-1%
CCN(CC(=O)NCc1ccc(Cl)cc1)S(=O)(=O)c1ccc(F)cc1,1%,-9%,23%,2%,0%,5%,-4%,-2%,6%,-2%,5%
CN(C(=O)CSC1=NCCS1)c1ccccc1,-3%,-1%,15%,6%,1%,7%,14%,10%,5%,16%,19%
CC(C)N(C(=O)CSc1nc(COc2ccccc2)nc2ccccc12)C(C)C,2%,-8%,2%,-49%,-1%,-2%,-8%,4%,-10%,1%,2%
SMILES,MBNL1 CUG block,ELG1 genotox,RORgamma inh,BRCA1 expr up,NPC1 prom act,uPA surface inh,p53 reactivator,MLL CXXC-DNA inh,FLuc modulator,Rab9 prom act,Gal4-VP16 FLuc
CCc1nnc(NC(=O)COC(=O)CN2C(=O)c3ccccc3C2=O)s1,3%,1%,-20%,21%,-5%,-3%,-1%,-2%,-1%,-1%,-2%
CCOC(=O)N1CCN(C(=O)CSCc2ccc(C)cc2)CC1,6%,2%,?,23%,-2%,5%,4%,-10%,4%,-1%,-2%
COc1ccc2cc(C=O)n(C)c2c1,.,4%,.,0%,-3%,-2%,-8%,.,-12%,-7%,.
CCOC(=O)Cc1c(C)nc(SC)[nH]c1=O,-3%,-1%,-7%,0%,-4%,4%,-1%,4%,-2%,-10%,-4%
O=C(Oc1ccc2c(-c3ccccc3)cc(=O)oc2c1)C1CCCCC1,11%,-3%,-6%,36%,5%,14%,8%,68%[activator],-11%,8%,7%
C=CCSC1=N/C(=C\c2ccc3c(c2)OCO3)C(=O)S1,-2%,2%,14%,-35%,6%,-10%,4%,-13%,?,1%,0%
CCOc1ccccc1/C=N/n1c(C)nc2ccccc2c1=O,-4%,0%,-18%,-17%,1%,4%,-1%,-1%,4%,-7%[1.84 µM],4%
CC(C)(C)Sc1ccccc1S(=O)(=O)C(C)(C)C,.,-3%,-12%,-4%,1%,-2%,-3%,3%,-1%,11%,2%
CCOC(=O)c1ccccc1N=N/C(C(C)=O)=C(/C)O,-6%,2%,-9%,4%,0%,2%,4%,6%,?,-10%,-18%
Cc1cc(C)n2nc(SCC(=O)N(C)C3CCCCC3)nc2n1,.,5%,.,-4%,0%,11%,-1%,.,6%,-3%,.
COc1cccc(CNC(=O)CCCn2nc(C)n3c(cc4sccc43)c2=O)c1,0%,1%,-34%,9%,-4%,8%,2%,4%,-9%&-12%,-2%,0%
Cc1cc(Cl)ccc1N1C(=O)CC(NNC(=O)c2cccnc2)C1=O (configuration not stated),-7%,4%,-11%,4%,0%,15%,-1%,1%,3%,-2%,5%
CC1=CC2=NC(=O)CC(C)(C(=O)N(CC(=O)NC3CCCC3)Cc3ccc(Cl)cc3)N2C=C1 (configuration not stated),4%,-3%,-5%,-13%,1%,-1%,5%,4%,2%,3%,-17%
O=C(Cn1cnc2ccccc21)N/N=C/c1ccco1,12%,-2%,13µM*,10%,0%,14%,12%,0%,-6%,-2%,?
CCCn1nnnc1SCC(=O)NNC(=O)c1ccco1,-9%,0%,-4%,-1%,-9%,1%,4%,2%,3%,-5%,1%
CC(=O)NCCn1c(SCc2cccc([N+](=O)[O-])c2)nc2ccccc2c1=O,15%,-3%,41%,-1%,-3%,-2%,-5%,0%,-4%,-7%,0%[10 µM]
CCNCCOC(c1ccccc1)c1ccccc1,7%,-3%,-29%,-22%,-1%,.,-5%,2%,0%,-10%,21%
COc1ccc(C(=O)N/N=C/c2ccc(OC)c(COc3ccccc3)c2)cc1,0%,3%,27%,-1%,1%,3%,1%,-7%,-1%,1%,27%
CCc1nnc(NC(=O)c2ccc(S(=O)(=O)N(CCOC)CCOC)cc2)s1,39%[activator],11%,1%,22%,1%,3%,19%,-5%,-14%,2%,16%
Cn1c(=O)[nH]c(=O)c2c1nc(SCC(=O)O)n2CCc1ccccc1,-3%,3%,-6%[10 µM],0%,10%,-1%,5%,3%,4%,-3%,-25%
Cc1cccc(OCC(=O)N2CCN(S(C)(=O)=O)CC2)c1,7%,-1%,7%,2%,-4%,-3%,-3%,14%,3%,3%,2%[10 µM]
COC(=O)Nc1ccc(OCC(=O)N2CCOCC2)cc1,.,0%,8%,0%,-3%,8%,-5%,-8%,5%,-4%,-6%
C=CCn1c(CCC(=O)O)ccc1-c1ccc(OC)cc1,2%,7%,-24%,24%,-1%,0%,1%,-6%,?,-4%,2%
